GSK3A inh: blockers of GSK3A enzyme activity – biochemical, luminescence, cell-free homogeneous, HTS, primary screen. GSK-3 alpha kinase, ADP-Glo luminescence, 60 min. inhibition, % at 10 µM. 320,000 compounds, 0.1% hits. AID 2650, 2010;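 in the data active means inhibition above about 50%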;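 further: GST-tagged GSK-3 alpha with peptide substrate and 25 µM ATP; 0% = DMSO neutral wells and 100% = GW8510 positive control wells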
Target sequence (P49840 whole entry, looked up): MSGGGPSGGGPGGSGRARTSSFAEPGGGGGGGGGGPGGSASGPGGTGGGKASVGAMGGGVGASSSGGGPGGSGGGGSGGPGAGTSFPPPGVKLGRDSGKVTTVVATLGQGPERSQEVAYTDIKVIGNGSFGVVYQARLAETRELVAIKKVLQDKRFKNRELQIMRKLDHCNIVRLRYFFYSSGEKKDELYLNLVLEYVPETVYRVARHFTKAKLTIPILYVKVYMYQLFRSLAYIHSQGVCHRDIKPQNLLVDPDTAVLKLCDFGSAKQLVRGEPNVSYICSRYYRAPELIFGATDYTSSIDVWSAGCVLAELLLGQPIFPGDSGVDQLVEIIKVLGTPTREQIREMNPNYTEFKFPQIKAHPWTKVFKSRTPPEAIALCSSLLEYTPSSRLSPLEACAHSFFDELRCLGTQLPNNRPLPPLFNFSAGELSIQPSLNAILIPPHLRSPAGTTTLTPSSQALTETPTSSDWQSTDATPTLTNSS
HSF1 activator: HSF-1 activators, primary screen, NIH3T3-HGL cells, MG132 stress, luminescence, single point; NIH3T3-HGL HSF-1 luciferase reporter, 8 h; 100% = twice DMSO control signal; activation, % at 9 µM; 300,000 compounds, 1.7% hits; AID 504408, 2011;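 active means mean replicate activation of at least 50% with a set share of replicates each reaching 50%; inconclusive means only one of those two conditions met; inactive means mean below 50% and too few replicates reaching it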;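 further: 0% = median of the neutral control wells and 100% = twice that signal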
Platelet DG rel: inhibitors of platelet dense granule secretion, primary screen, cell-based, MLPCN, human platelets. human platelet-rich plasma, SFLLRN dense granule ATP release, luminescence. inhibition, %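 (compounds screened at 7.5 µM in platelet-rich plasma)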. 300,000 compounds, 0.22% hits. AID 1663, 2009;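 active means mean replicate score, as percent of positive control, at or above 50; inconclusive means mean below 50 but at least one replicate at or above 50; inactive means mean and every replicate below 50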
HDAC3 inhib: HDAC3 deacetylase inhibitors, primary screen, biochemical, fluorescence, cell-free homogeneous | 320,000 compounds, 0.15% hits | recombinant HDAC3, fluorogenic peptide/trypsin coupled | AID 2718, 2010 | Histone deacetylase 3 (Homo sapiens), O15379 | inhibition, % at 8.3 µM; in the data active means inhibition above about 26%, passing the limit was not always enough; inconclusive means no clear call, values can overlap the other calls
Target sequence (O15379 whole entry, looked up): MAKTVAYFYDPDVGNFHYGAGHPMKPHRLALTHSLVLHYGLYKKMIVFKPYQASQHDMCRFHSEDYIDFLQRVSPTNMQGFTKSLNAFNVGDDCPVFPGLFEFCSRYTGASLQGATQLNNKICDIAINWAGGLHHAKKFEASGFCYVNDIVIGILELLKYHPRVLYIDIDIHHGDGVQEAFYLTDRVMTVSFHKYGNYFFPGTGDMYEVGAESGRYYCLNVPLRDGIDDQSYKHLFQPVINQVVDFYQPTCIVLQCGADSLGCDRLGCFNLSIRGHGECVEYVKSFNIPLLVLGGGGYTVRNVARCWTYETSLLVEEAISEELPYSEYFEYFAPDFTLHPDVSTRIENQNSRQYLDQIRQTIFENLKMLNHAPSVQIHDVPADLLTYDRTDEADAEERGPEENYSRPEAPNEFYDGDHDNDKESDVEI
GSK3beta inhib: human GSK3beta kinase inhibitors, primary screen, biochemical, cell-free homogeneous, HTS; GST-GSK3beta kinase, ADP-Glo luminescence, 60 min; stronger effect = lower value; AID 2097, 2009; 300,000 compounds, 0.038% hits; activity score (negative = inhibition), % at 10 µM; Glycogen synthase kinase-3 beta (Homo sapiens), P49841;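 active means more than half of replicate wells score below -50%, meaning over 50% inhibition versus plate controls; inconclusive means some replicates but at most half score below -50%; inactive means no replicate scores below -50%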;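 further: 0% = median DMSO wells and -100% = median GW8510 positive control wells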
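Test system: GST-fused GSK3beta enzyme, cell-free | Quantity: 1.6 ng GST-GSK3beta enzyme per well | Reagent: 25 µM ATP with peptide substrate | Schedule: 60 min enzyme reaction, room temperature | Signal: Luminescent ADP-Glo measurement of ADP formed | Read-out basis: Score relative to plate controls | Control set: DMSO and 20 µM GW8510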
HSF1 inhib: HSF1 inhibitors in luciferase reporter cells, primary screen, cell-based, NIH3T3, luminescence; NIH3T3-HGL HSE-luciferase, MG132-induced, luminescence 8 h; stronger effect = lower value; activity change, negative = inhibition, % at 7.5 µM (by protocol); 300,000 compounds, 0.77% hits; AID 2098, 2009;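 active means more than half of replicate wells show activity change below -50%, luminescence cut by over half; inconclusive means some wells, but at most half, below -50%; inactive means no replicate well below -50%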;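 further: luciferase reports HSF-1 transcriptional activity via heat shock element; 0% = median of DMSO wells and -100% = zero luminescence signal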
PolyA inhibitor: polyadenylation inhibitors in yeast reporter cells, primary screen, luminescence, S. cerevisiae; S. cerevisiae SKY197-pL101 polyadenylation reporter, beta-gal luminescence; efflux-impaired pdr1/pdr3 knockout yeast; score 100 = 6 SD above DMSO; calls only at 12 µM; 300,000 compounds, 0.02% hits;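 active means lowest replicate activity score at least 50, where 100 means six control SD above control mean; inconclusive means lowest score under 50 but half or more replicates reach 50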;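 further: yeast exposed to compound for 9 h at 30 °C; higher score means more reporter readthrough which indicates perturbed polyadenylation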
HSP90 refold inh: HSP90 inhibitors, primary screen, cell lysate, luminescence. AID 1789, 2009. inhibition, % at 5.6 µM. Heat shock protein HSP 90 (rabbit reticulocyte lysate; luciferase refolding). 290,000 compounds, 0.91% hits. Rabbit reticulocyte lysate, luciferase refolding luminescence, 3 h;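 active means inhibition above the screen-wide mean plus 3 SD, computed separately per campaign, cut at about 16% in these data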;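 further: 0% = DMSO wells and 100% = 60 µM geldanamycin wells; inhibitors lower the luminescence because luciferase stays unfolded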
Dyrk1A ADPGlo: rat Dyrk1A kinase inhibitors, primary screen, biochemical, single point, plate reader. AID 504441, 2011. 310,000 compounds, 0.43% hits. inhibition, % at 12.5 µM. Dual specificity tyrosine-phosphorylation-regulated kinase 1A (Rattus norvegicus), Q63470. ADP-Glo luminescence, NFATc1 peptide; in the data active means inhibition above about 50%;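 further: plate controls were vehicle with enzyme for no effect and no enzyme for full effect; many of its hits are not listed in these tables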
AI-2 QS modul: Vibrio harveyi AI-2 quorum sensing modulators, primary screen, JMH597 strain, luminescence/OD600 ratio; AID 2094, 2009; 300,000 compounds, 0.4% hits; activity change, % at 7.5 µM; Vibrio harveyi JMH597 AI-2 luminescence/OD600 ratio, 9 h; stronger effect = lower value; strain lacks LuxN and CqsS sensors; 0 = neutral-control median; in the data active means activity change below about -75%, passing the limit was not always enough; inconclusive means no clear call, values can overlap the other calls;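 further: luminescence divided by OD600 gain over 9 h not by final OD600 alone; inactives centre near 13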
Numbers without * were called inactive; i = inactive; ? = inconclusive; · = no result given.

SMILES	GSK3A inh	HSF1 activator	Platelet DG rel	HDAC3 inhib	GSK3beta inhib	HSF1 inhib	PolyA inhibitor	HSP90 refold inh	Dyrk1A ADPGlo	AI-2 QS modul
Cc1ccc(C(=O)Nc2cccc(C(=O)N3CCOCC3)c2)cc1Cl	1.9	4.2	0.7	-0.3	-2.8	7.4	i	1.5	-4.8	11.2
CCn1cc(/C=N\NC(=O)C2(C)CC2(Cl)Cl)c(C)n1 (centres undefined)	-1.3	-4.6	2.0	-2.2	-1.1	-0.6	i	-3.2	5.8	14.3
O=C(CN1CCN(S(=O)(=O)c2ccc(Cl)cc2)CC1)Nc1ccc2c(c1)OCO2	-3.8	-37.6	3.0	0.2	-1.2	-19.0	i	1.2	-3.9	32.2
CN(C)CCCN(C(=O)c1sc2ccccc2c1Cl)c1nc2c(F)cccc2s1	·	-10.4	-2.5	·	1.0	-0.6	i	-0.8	3.7	25.0
Cn1nnc2cc(C(=O)N3CCC(c4ccccc4)C3)ccc21 (centres undefined)	-0.9	10.8	-4.6	0.0	-2.4	10.5	i	-0.9	4.3	3.7
COc1ccc(CNCC(C)NCc2ccc(OC)c(OC)c2)cc1OC (centres undefined)	-0.9	-7.8	-2.9	1.7	-0.6	-7.8	i	-2.7	0.9	26.3
COCCNCC(=O)Nc1ccc(C)c(S(=O)(=O)N2CCCCC2)c1	-1.2	9.8	2.2	7.0	-0.5	1.7	i	-1.9	0.2	30.9
COC(=O)C(C)Sc1nc(NCc2ccccc2)nc(N(C)C)n1 (centres undefined)	·	-7.7	6.6	·	1.2	-7.4	i	1.0	·	23.5
CN(CC(=O)NC1CCCCCC1)S(=O)(=O)c1cnc[nH]1	-1.6	2.1	2.2	4.4	-1.3	-4.5	i	3.0	2.8	5.3
Cc1ccc(C)c(NC(=S)NNC(=O)c2sccc2C)c1	·	17.2	-1.8	4.7	2.3	1.1	i	4.1	-0.2	16.1
CC1Cc2cc(S(=O)(=O)N3CCN(C)CC3)ccc2N1C(=O)C1CC1 (centres undefined)	11.5	1.3	-61.2	-2.2	-0.9	-5.3	i	0.8	1.0	26.8
Cc1ccc(C(=O)NCCc2nnc3ccc(SCC(=O)N4CCCCC4)nn23)cc1	-2.5	6.1	8.7	-6.4	-2.4	-0.9	i	-5.6	·	18.3
O=C(N/N=C/c1ccccc1[N+](=O)[O-])c1ccc(CN2CCOCC2)cc1	-0.7	·	6.8	-5.0	0.5	·	i	2.0	1.7	-2.1
Cc1ccc(S(=O)(=O)Nc2ccccc2CNC2CCCCC2)cc1	-2.3	4.8	1.1	3.3	-2.1	10.4	·	-2.1	-1.6	37.2
COc1ccc(C2CC(c3cccs3)=NN2S(C)(=O)=O)cc1OC (centres undefined)	9.3	·	·	-2.2	2.3	·	·	1.9	-4.5	24.8
Cc1ccc(Cl)cc1N1CCN(C(=O)c2noc(C(C)C)c2[N+](=O)[O-])CC1	0.1	-27.6	-9.5	5.9	3.2	-12.9	i	4.9	·	44.9
CC1=C(c2ccc(C)cc2)S(=O)(=O)N(CC(=O)O)C1=O	-4.6	2.0	-3.4	-1.0	-3.2	-2.2	i	8.5	-5.4	3.2
Cc1ccc(N2CC(C(=O)OCC(=O)c3ccc[nH]3)CC2=O)cc1 (centres undefined)	-2.7	5.5	4.1	-12.1	6.8	1.8	i	·	8.5	10.3
Cc1c(C)c2c(OCC(=O)N3CCC(C(=O)NCC(C)C)CC3)cc3c(c2oc1=O)CCC(C)(C)O3	-2.9	-8.1	4.6	-6.7	-0.4	-5.3	i	-2.6	2.0	29.3
O=S(=O)(c1ccc(F)cc1)N1CCN(C(=S)NCc2ccccc2)CC1	-2.2	21.0	14.3	-2.6	0.6	0.4	i	2.6	0.6	7.9
O=C(Cc1ccc(F)cc1)Oc1ccc(C(=S)N2CCCC2)cc1	-0.4	8.0	-16.5	2.0	-0.9	-2.9	i	-3.1	7.9	14.2
COc1nc(-c2cnccn2)sc1C	-3.2	-13.6	4.4	2.5	-1.2	1.2	i	3.1	1.8	22.4
CC(C)(C)C(=O)CSc1nc2c(c(-c3cccs3)c1C#N)CCC2	0.1	19.0	-8.2	7.9	1.6	10.5	i	-1.4	-5.6	15.8
O=C1c2ccc3c4c(ccc(c24)C(=O)N1NC(=O)C(F)(F)F)CC3	-0.4	-3.9	4.1	-5.6	-3.1	-11.2	i	-0.7	4.4	25.3
CCOC(=O)CSc1nnc(CNc2nc(-c3ccccc3)cs2)n1C	-4.2	8.4	2.6	9.8	0.3	2.4	i	-5.1	2.0	21.7
Cc1nn2c([nH]c(=O)c3ccccc32)c1C=O	4.0	-0.6	-2.7	7.5	1.2	0.2	i	-1.7	21.3	35.4
CCc1nc(N2CCN(S(C)(=O)=O)CC2)c2c3c(sc2n1)CCCC3	0.8	-21.8	-3.0	?	-1.6	-4.2	i	2.4	3.4	5.1
Cc1cccc2c1N(C)C(=O)C2=O	-2.3	21.8	-5.0	3.3	1.0	-6.0	i	2.3	-2.1	15.6
Cc1cc(C)n(-c2ccc(C(=O)OCC(=O)NCc3ccc(F)cc3)cc2)n1	0.4	-7.7	-1.2	0.0	1.2	-1.6	i	0.2	10.8	5.1
Cc1cc(C)c2nc(-n3nc(C)cc3N)cc(C)c2c1	0.1	0.1	-0.2	-4.4	0.2	-7.9	i	1.2	-1.4	-7.6
N#CCCN(C(=O)COC(=O)c1ccc2c(=O)n3c(nc2c1)CCC3)c1ccccc1	1.7	-3.3	-4.2	4.7	1.5	-7.7	i	1.2	-7.2	9.3
CC(=O)c1sc(N)c(C(=O)OC(C)C)c1C	-0.1	6.6	-16.9	0.1	2.6	1.9	i	-7.9	7.1	14.8
Cn1c(CNC(=O)c2ccc3c(c2)OCO3)nnc1SCC(=O)Nc1ccccc1Cl	-4.1	26.0	11.8	-10.5	·	-3.2	i	2.6	-2.8	·
CCOc1ccccc1C(=O)NCC(=O)NNC(=O)CN(C)S(=O)(=O)c1ccc(Cl)cc1	-0.8	-21.0	-4.1	4.8	2.0	1.9	i	·	7.4	-8.5
CSc1nc(-c2ccc(Cl)cc2)c(C#N)c(=O)n1C	-1.4	22.1	-12.8	-4.1	1.3	13.8	i	-4.7	3.9	16.3
Cc1ccc(NC(=S)Nc2ccc(OC(F)F)c(Cl)c2)cc1Cl	1.8	-9.5	15.7	0.2	5.0	-0.6	i	0.0	-2.8	29.5
CC1(C)Cc2c(cnn2-c2ccccc2)C(NC(=O)CCCn2cncn2)C1 (centres undefined)	-1.0	6.3	17.3	-3.4	-2.8	7.1	i	-2.7	5.8	5.4
O=C(Nc1ccc(C2=NCCN2)cc1)c1ccc(C(=O)Nc2ccc(C3=NCCN3)cc2)c([N+](=O)[O-])c1	0.1	-6.9	-4.5	7.0	-3.2	-1.4	i	-1.0	2.9	20.0
Cn1c(=O)c([N+](=O)[O-])c(N2CCN(Cc3ccc4c(c3)OCO4)CC2)c2ccccc21	-0.6	13.0	-3.1	·	-0.3	-0.4	i	9.0	10.0	2.2
COc1cc2c(cc1OC)-c1cc(OCCN3CCOCC3)nc(=O)n1CC2	1.0	-2.6	-11.3	-0.4	2.2	0.2	i	-1.2	-2.1	8.0
Cc1ccc(-c2noc(CCC(N)=O)n2)cc1	-1.8	-3.2	-2.0	7.1	2.1	4.1	i	1.0	2.7	13.6
CN(c1ccccc1)S(=O)(=O)c1ccc(NC(=O)c2ccccc2C(=O)O)cc1	-2.4	25.6	8.5	-2.0	4.3	-0.8	i	·	-5.0	23.1
COc1cc2c(cc1OC)-c1nc3ccccc3c(=O)n1C(C)(C)C2	0.5	18.6	-8.0	5.0	-2.9	-6.3	i	0.1	10.1	6.1
C=CCN1N=C(/C=C/c2ccccc2)CCC1=O	-1.5	14.4	5.1	3.8	0.4	1.7	i	-1.7	2.4	5.0
CC(=O)c1c(C)nc2cc(Cl)ccc2c1N	0.5	13.6	-11.0	-5.1	-7.2	-6.1	i	2.6	16.4	-1.9
Cc1nnc(SCC(=O)NC23CC4CC(CC(C4)C2)C3)n(N)c1=O	0.4	11.3	-1.5	-2.2	0.2	-3.3	i	-2.5	-0.3	13.6
Fc1ccc(CSc2nncn2NCc2ccc3c(c2)OCO3)cc1	4.5	0.9	-2.2	2.2	1.0	3.4	i	3.0	12.1	36.1
Cc1cccc(Cn2c(SCCO)nc3c2c(=O)n(C)c(=O)n3C)c1	1.3	21.2	-1.6	-13.0	2.2	4.6	i	0.6	-3.9	17.5
O=c1[nH][nH]c(=S)n1C1CCCCC1	-6.4	18.4	5.7	32.1*	1.2	-3.5	i	1.9	·	9.3
Cc1ncc(CN2CCC(C(=O)Nc3cccc(-c4cscn4)c3)CC2)cn1	-1.5	8.2	1.3	-3.0	1.8	4.7	i	-6.0	6.3	15.6
O=C(c1ccccc1)c1ccc(Cn2cc(-c3ccccc3)nn2)cc1	-3.2	16.8	-2.0	-1.5	3.7	21.5	i	-2.0	-1.6	-3.7
S=c1[nH]nc(COc2ccccc2)n1/N=C/C=C/c1ccccc1	-3.4	0.3	2.2	-8.7	4.8	1.0	i	-1.1	-2.2	13.6
Cc1onc(-c2ccccc2)c1C(=O)NNC(=S)NC(=O)c1ccc(Cl)cc1Cl	-1.4	-2.4	2.4	5.7	0.6	2.7	i	-4.6	6.6	14.5
Fc1ccc(N=Cc2ccc[nH]2)cc1	2.1	-9.2	13.0	-1.6	4.0	-0.8	i	-6.1	-1.0	35.1
Cc1ccc(Nc2nnc(SC(C)C(=O)NCC3CCCO3)s2)cc1C (centres undefined)	-4.4	20.5	1.8	1.9	-3.3	6.7	i	·	17.6	3.9
COc1ccc(CCNC(=O)COC(=O)CCC(=O)c2ccc(F)cc2)cc1OC	-0.4	-0.5	0.6	-1.3	2.8	-3.9	i	-0.1	-15.8	28.0

This is a subset; rates above refer to the full screens.
